# Screening results as filed in PubChem BioAssay.
# CCT modulator: cytosolic chaperonin activity modulation; 360,000 tested, 0.3% active; AID 651819; purified chaperonin ATPase assay, HTRF ADP detection, 30 min; activity change, % (test concentration not listed), hits read low; in the data active = activity change below about -30%; note: % is set by controls: 0 for no effect and ±100 for the full control effect
#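 ATPase activity: ADP formed was measured by HTRF Transcreener (665/615 nm ratio) after 30 min at 37 deg C with 10 uM ATP. Compounds screened at one 76 uM concentration against 40 or 20 nM TRiC in Tris pH 7.4/KCl/MgCl2/DTT buffer.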
# MmCpn inh: M. maripaludis TRiC chaperonin inhibition. purified Mm-Cpn ATPase, ADP Transcreener TR-FRET. Potency, µM (top dose mostly 76.9 µM), without a hit: at the top dose activity, negative = inhibition, most hits filed as inhibitors. 330,000 tested, 0.031% active. AID 504842; note: potency is the fitted concentration of half-maximal effect; % is set by controls: 0 for no effect and ±100 for the full control effect; nearly all actives have a fitted effect of over 80% in size
#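 Measured: ADP formation by purified Mm-CPN. Conditions: 25 nM protein, 10 uM ATP, Tris pH 7.4 with Mg2+, K+ and DTT, 37°C for 30 min. Detection: Transcreener HTRF after 30 min at room temperature.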
# D3 ag: D3 dopamine receptor (human) agonism; P35462; max activation, %; D3R DiscoveRx beta-arrestin cells, luminescence, 90 min; 410,000 tested, 0.58% active; in the data active = max activation above about 30%; note: 0% is about no effect; mostly tested at two doses, the higher about 12 µM
# Target sequence (P35462 whole entry, looked up): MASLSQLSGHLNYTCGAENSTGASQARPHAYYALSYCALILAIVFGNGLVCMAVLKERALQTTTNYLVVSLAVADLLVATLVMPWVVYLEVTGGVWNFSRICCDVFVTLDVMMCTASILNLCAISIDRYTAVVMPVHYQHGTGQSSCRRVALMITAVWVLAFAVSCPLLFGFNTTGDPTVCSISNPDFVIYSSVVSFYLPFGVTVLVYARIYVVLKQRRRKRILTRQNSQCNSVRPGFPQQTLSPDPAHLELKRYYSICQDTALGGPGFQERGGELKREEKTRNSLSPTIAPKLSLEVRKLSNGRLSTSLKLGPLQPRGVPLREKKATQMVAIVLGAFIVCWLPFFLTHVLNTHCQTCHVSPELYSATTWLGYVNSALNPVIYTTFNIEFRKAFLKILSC
#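 Cells at 1500/well, incubated overnight, then treated with pinned compounds (dopamine as control) for 90 min at 37 degrees C. DiscoveRx reagent added for 30 - 60 minutes at room temperature; luminescence read.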
# D3 antag: blocks the human D3 dopamine receptor | 360,000 tested, 2.5% active | P35462 | max response, negative = inhibition, % | AID 652054 | D3R cells, DiscoveRx beta-arrestin luminescence, antagonist mode; active compounds read low; in the data active = max response below about -50%; inconclusive = no clear call, values can overlap the other calls; note: % is set by controls: 0 for no effect and ±100 for the full control effect; mostly tested at two doses, the higher about 12 µM
#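 Cells plated overnight at 1500 cells/well, then exposed to library compounds with dopamine controls for 90 minutes at 37 degrees C. DiscoveRx reagent added for 30–60 minutes at room temperature; luminescence read, quantitative HTS format.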
# PTHR1 ag: agonists of human PTHR1 parathyroid hormone receptor; AID 743266; 410,000 tested, 0.075% active; Potency, µM (titrated, usually from 115 µM), for inactives: at the highest dose activation, hits mostly activators; HEK293 GP2 PTHR1 cells, GloSensor cAMP luminescence, 1 h; note: potency is the fitted concentration of half-maximal effect; nearly all actives have a fitted effect of over 55% in size; some results filed as inactive show a strong effect at the top dose; inactives centre near -15; many of its hits are not listed in these tables
# Target sequence (Q03431 whole entry, looked up): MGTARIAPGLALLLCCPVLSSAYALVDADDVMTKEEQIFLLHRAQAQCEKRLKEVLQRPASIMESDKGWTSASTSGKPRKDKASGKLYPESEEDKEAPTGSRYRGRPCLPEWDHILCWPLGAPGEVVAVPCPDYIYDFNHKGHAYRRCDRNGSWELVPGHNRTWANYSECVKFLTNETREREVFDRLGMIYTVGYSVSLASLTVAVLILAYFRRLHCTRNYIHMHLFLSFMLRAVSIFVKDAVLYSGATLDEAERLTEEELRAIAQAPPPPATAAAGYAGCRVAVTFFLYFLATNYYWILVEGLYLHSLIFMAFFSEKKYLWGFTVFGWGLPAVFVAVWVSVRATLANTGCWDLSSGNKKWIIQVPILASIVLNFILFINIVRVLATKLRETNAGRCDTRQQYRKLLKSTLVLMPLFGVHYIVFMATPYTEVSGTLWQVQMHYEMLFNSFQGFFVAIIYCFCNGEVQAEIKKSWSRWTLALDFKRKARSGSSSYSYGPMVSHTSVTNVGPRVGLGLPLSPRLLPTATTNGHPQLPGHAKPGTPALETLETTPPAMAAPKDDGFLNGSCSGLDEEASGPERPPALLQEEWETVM
#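 HEK-293-derived GP2 cells expressing PTHR1 and a GloSensor cAMP reporter, 3,000/well, plated overnight, given luciferin plus IBMX (each 0.5 mM as added) for 1 h at 37 °C, then compound for 1 h at 37 °C. Luminescence was read after 15 min at room temperature.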
# pAkt inh: Akt phosphorylation inhibition; activity change, % for hits at 50 µM; 360,000 tested, 0.32% active; AID 651550; Neuro2A IGF-stimulated pAkt S473 HTRF, 20 min; active compounds read low; in the data active = activity change below about -80%; inconclusive = mostly about -51% to -80%; note: % is set by controls: 0 for no effect and ±100 for the full control effect
#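 Neuro2A cells in DMEM with 0.5% FBS, overnight at 37 deg C, given compound at single 50 µM final, then IGF (6 nM final) for 20 min at 37 deg C. Lysed; phospho-Akt Ser473 by HTRF after 24 h, 665/615 ratio.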
# EPAC2 agonist: EPAC2 (human) agonism. Q8WZA2. EPAC2 activation, biochemical qHTS; response scale: 100% = 6.5 mM cAMP response. Potency, µM (doses to about 154 µM), without a hit: top-dose activation, most hits filed as activators. 360,000 tested, 0.079% active. AID 720711; note: potency is the fitted concentration of half-maximal effect; nearly all actives have a fitted effect of over 50% in size
#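 Compounds were added across a concentration range to EPAC2 (100 nM), RAP1B-BODIPY-GDP (250 nM) and GDP (50 uM). After 5 min at room temperature, fluorescence was recorded at 5-min intervals for 30 min.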
# EPAC2 antagonist: EPAC2 (human) antagonism | EPAC2 GEF exchange of Rap1B-BODIPY-GDP, fluorescence | 360,000 tested, 0.18% active | Q8WZA2 | AID 720708 | Potency, µM (doses to about 114 µM), for the others: at the highest dose activity, negative = inhibition, actives largely listed as inhibitors; note: potency is the fitted concentration of half-maximal effect; % is set by controls: 0 for no effect and ±100 for the full control effect; nearly all actives have a fitted effect of over 45% in size; many of its hits are not listed in these tables
# Active calls of the source: *; i = inactive; ? = inconclusive; · = no result given; [ ] = dose if it differs, or a comment. Unless noted, calls come from the whole dose curve; as a rule, active = well fitted curve in the direction sought with a large enough effect; inconclusive = small, poorly fitted or top-dose-only effect, or another doubt; inactive = no such curve, though single readings can be large; an effect the other way counts as inactive or inconclusive. Only part of the results is shown. The share of hits here may be higher or lower than overall.
canonical_smiles,CCT modulator,MmCpn inh,D3 ag,D3 antag,PTHR1 ag,pAkt inh,EPAC2 agonist,EPAC2 antagonist
OCCSc1nnc(Nc2ccccc2)s1,0.1,1%,1,4,-2%[57.5 µM],i,-10%,-5%
COc1cc(CN2CCN(c3ccccc3C)CC2)cc([N+](=O)[O-])c1O,0.5,?,-10,-27,i,i,-9%,-2%
COc1ccc(-n2c(C)cc(C(=O)COC(=O)c3cc(OC)c(OC)cc3NC(=O)c3cccs3)c2C)cc1,-10,-6%,2,-3,-1%,i,12%,2%
Cc1ccc(C)c(N(CC(=O)NC2CCCC2)C(=O)c2csnn2)c1,1.1,-2%,10,2,-2%,i,5%,13%
CSc1ccc(S(=O)(=O)N(C)Cc2ccccc2)cc1,3.0,1%,11,-9,i,i,3%,?
Cc1[nH]cnc1C(=O)N/N=C/c1c(Cl)cccc1Cl,-2.4,1%,4,-5,-5%,i,5%,2%
CCCn1nnnc1NC(=O)c1cc(Br)ccc1OC,-1.0,-1%,-5,0,i,i,6%,1%
O=C(COC(=O)c1cccc(F)c1)Nc1cccc(S(=O)(=O)N2CCOCC2)c1,0.9,·,0,27,-19%,i,0%,-14%

# (continued)
canonical_smiles,CCT modulator,MmCpn inh,D3 ag,D3 antag,PTHR1 ag,pAkt inh,EPAC2 agonist,EPAC2 antagonist
COC(=O)c1ccc(CNC(=O)c2coc3ccccc3c2=O)cc1,-3.7,-2%,-6,-13,i,i,2%,9%
COc1ccc(S(=O)(=O)N2CCOC2CNC(=O)C(=O)NCc2ccc3c(c2)OCO3)cc1 (centres undefined),0.0,·,-1,-7,-11%,i,-3%,13%
O=C(NC1CC1)c1cccc2c1C(=O)c1ccc(N3CCC(N4CCCCC4)CC3)cc1S2(=O)=O,-0.2,·,1,4,-16%,i,13%,8%
OC(CNCc1ccccc1)c1ccccc1 (centres undefined),-2.0,-4%,-18,10,-24%,i,0%,-2%
O=C(c1ccc(Cl)c(S(=O)(=O)N2CCOCC2)c1)N1CCc2ccccc2C1,-6.0,0%,-11,-8,-13%,i,5%,0%
CC1(C)CC(=O)C2=C(C1)N(CCN1CCOCC1)C1=C(C(=O)CC(C)(C)C1)C2c1ccc(Cl)cc1,-0.1,1%,5,-3,-5%,i,-10%,-5%
Cc1cccc(C2c3[nH]c4ccccc4c3CCN2Cc2cccn2-c2ncccn2)c1 (centres undefined),0.2,-9%,-3,-18,-10%,i,18%,3%
COc1ccc(-c2nn(-c3ccccc3)cc2/C=N/NC(=O)c2cccc(S(=O)(=O)Nc3ccccc3OC)c2)cc1,0.9,-10%,-5,3,i,i,-7%,1%

# (continued)
canonical_smiles,CCT modulator,MmCpn inh,D3 ag,D3 antag,PTHR1 ag,pAkt inh,EPAC2 agonist,EPAC2 antagonist
CCc1ccccc1NS(=O)(=O)c1ccc2[nH]cc(C(=O)NCC3CCCO3)c(=O)c2c1 (centres undefined),-0.5,-6%,0,0,-12%[57.5 µM],i,8%,-5%
Cn1c(=O)c2c(ncn2CC(=O)N2CCN(c3ccccc3)CC2)n(C)c1=O,-3.2,1%,6,10,i,i,-11%,10%
COc1ccc(-c2ccc3c(c2)S(=O)(=O)c2cccc(C(=O)NC4CCCC4)c2C3=O)cc1OC,-15,0%,3,51,-22%,i,-6%,6%
COc1cc2c(cc1OC)C1(C)N(CC2)C(C(C)=O)=NN1c1ccc(Cl)cc1 (centres undefined),0.4,3%,5,16,-15%,i,18%,25µM*
C/C=N\NC(=O)CNC(=O)CNC(=O)c1ccccc1,-2.9,0%,5,-14,i,i,4%,-3%
CC1CCOC(c2coc3ccccc3c2=O)O1 (centres undefined),0.0,0%,7,13,i,i,1%,1%
c1ccc(-c2ccc(-c3nc(-c4ccncc4)no3)cc2)cc1,1.5,-1%,45*,38,-19%[57.5 µM],i,-3%,10%
Cc1ccc(S(=O)(=O)N2CCN(C)CC2)c2nsnc12,1.3,-3%,1,2,-26%,i,-2%,7%

# Continued:
canonical_smiles,CCT modulator,MmCpn inh,D3 ag,D3 antag,PTHR1 ag,pAkt inh,EPAC2 agonist,EPAC2 antagonist
CC1CCN(C(=O)CC2C(=O)Nc3c2c(=O)n(C)c(=O)n3Cc2ccccc2)CC1 (centres undefined),-3.4,2%,10,3,i,i,10%,1%
COc1cc(NS(=O)(=O)c2ccc(OC)c(C)c2C)c(OC)cc1Cl,-0.3,0%,-1,6,-2%[57.5 µM],i,4%,-13%
O=c1c2c3c(sc2nc2n1CCC2)CCCCC3,-2.0,2%,5,0,-3%,i,-7%,?
O=C(CNC(=O)c1ccccc1Br)N/N=C/c1ccc(O)cc1,-0.8,-1%,4,2,i,i,-4%,4%
C=CCN1CCN(c2ccncc2S(=O)(=O)N2CCCCC2)CC1,-4.0,-1%,-11,-14,-33%[inhibitor],i,11%,-3%
CCOc1ccc(NC(=O)COC(=O)CCCc2c[nH]c3ccccc23)cc1,-1.8,1%,-6,15,-7%[57.5 µM],i,7%,-3%
CCC(=O)OCCNc1cc(Sc2nc3ccccc3[nH]2)c2nonc2c1[N+](=O)[O-],-0.8,-2%,-6,-116*,-84%,i,0%,-9%
O=C(Nc1cc(S(=O)(=O)N2CCOCC2)ccc1OCC(F)(F)F)c1ccc(N2CCCC2=O)cc1,-1.0,0%,-4,18,-14%,i,7%,5%

# The results go on.
canonical_smiles,CCT modulator,MmCpn inh,D3 ag,D3 antag,PTHR1 ag,pAkt inh,EPAC2 agonist,EPAC2 antagonist
COc1cc(OC)cc(C2=Cc3ccccc3C(CC(=O)c3ccco3)N2c2ccc(-c3ccc(C(N)=O)cc3)cc2)c1 (centres undefined),-0.2,·,7,-12,i,i,13%,-1%
Cc1cccc(N2CCN(C(=O)COc3cccc4c3OC(C)(C)C4)CC2)c1C,-2.5,2%,-1,-16,-31%[inhibitor],i,16%,-15%
COc1ccc(-n2c(Cc3cccn3C)nnc2SCC(=O)Nc2nc(C)cs2)cc1,0.4,1%,-11,1,-5%,i,4%,4%
COC(=O)c1cc(NC(=O)Cc2coc3cc(OC)ccc23)cc(C(=O)OC)c1,-0.2,-11%,5,-27,i,i,17%,6%
CCCS(=O)(=O)c1nc(S(=O)(=O)c2ccc(C)cc2)c(NCCCn2ccnc2)s1,0.6,3%,-15,-18,i,i,-3%,2%
O=C1CCC(C(=O)N2CCC(CCO)CC2)CN1Cc1ccc(Cl)cc1 (centres undefined),-4.6,1%,0,13,-9%,i,0%,4%
COCCn1c(=O)[nH]c2cc(C(=O)N3CCN(c4cccc(C)c4C)CC3)ccc2c1=O,-0.1,2%,2,3,-23%,i,-8%,-4%
CCn1c(NC(C)=O)c(-c2ccccc2Cl)c(=O)c2ccccc21,0.4,2%,13,-6,i,i,-7%,6%

# Next entries:
canonical_smiles,CCT modulator,MmCpn inh,D3 ag,D3 antag,PTHR1 ag,pAkt inh,EPAC2 agonist,EPAC2 antagonist
COC(=O)c1ccc(/C=C2\Oc3ccccc3NC2=O)cc1,-0.3,-9%,2,1,i,i,-4%,8%
COc1ccc(S(=O)(=O)NCCN2CCOCC2)cc1Br,1.7,1%,2,4,?,i,3%,-17%
Cc1c(NC(=O)c2cc(-c3ccc(F)cc3)nc3ccccc23)c(=O)n(-c2ccccc2)n1C,-2.1,-3%,14,60,-12%,i,7%,-7%
CCN(C(=O)c1cccs1)c1nnc(-c2ccncc2)s1,1.5,-1%,0,11,i,i,4%,-2%
CCN(Cc1ccccc1)S(=O)(=O)c1ccc(C(=O)N(CCCN(C)C)c2nc3c(C)c(C)ccc3s2)cc1,1.0,0%,-11,-10,-34%[inhibitor],i,13%,1%
COc1ccc(CCCC(=O)NC2CCCCC2)cc1,-3.8,0%,-14,-17,i,i,11%,-4%
COc1ccc(Br)cc1C(=O)Nc1ccccc1N1CCN(C(=O)c2ccccc2)CC1,-3.5,-7%,0,9,i,i,7%,-19%
CCOc1[nH]n(-c2ccccc2)c(=O)c1C=NCc1ccncc1,-0.1,0%,4,12,i,i,6%,1%

# Additional structures:
canonical_smiles,CCT modulator,MmCpn inh,D3 ag,D3 antag,PTHR1 ag,pAkt inh,EPAC2 agonist,EPAC2 antagonist
CC(NC(=O)c1ccccc1)C(=O)OCC(=O)N1c2ccccc2Sc2ccccc21 (centres undefined),-1.5,2%,0,-4,-4%,i,0%,-7%
CCCNC(=O)c1ccc(S(=O)(=O)c2ccc(OC)cc2)c([N+](=O)[O-])c1,0.6,0%,-14,17,-27%,i,7%,6%
COc1ccccc1S(=O)(=O)N(C)C[C@H]1Oc2ncc(Br)cc2C(=O)N([C@H](C)CO)C[C@H]1C,-0.6,·,-4,26,-25%,i,-5%,-16%
COCCCNc1c2c(nc3ccccc13)CCC2,1.6,·,-7,31,i,i,-7%,2%
CC(=O)c1ccc(NC(=O)C(C)OC(=O)C2CC(=O)N(c3ccc4c(c3)OCCO4)C2)cc1 (centres undefined),-0.7,2%,8,10,-18%,i,-8%,-2%
CCn1c(SCCOc2ccc(OC)cc2)nnc1C(CO)NC(=O)c1ccc(OC)cc1 (centres undefined),-1.1,0%,-7,7,-3%,i,10%,-2%
